STAT1 activator: STAT1 signaling activation; AID 932; activation (% of control), % at 5.5 µM; 200,000 compounds, 2.6% hits; NIH 3T3 STAT1-luciferase reporter, IFN-gamma, luminescence; 100% = IFN-gamma alone, no compound;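 active = activation above the screen-wide mean activation plus 3 SD, cut at about 130% in these data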;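 note: raw ratio to IFN-gamma control signal so 100% means no change and 0% no light; values of inactives mirror those of a sister screen read the other way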
HMGR II inh: inhibitors of class II HMG-CoA reductase from Enterococcus faecalis; purified E. faecalis HMGR, NADPH absorbance 340 nm kinetic; inhibition, % at 10 µM; 190,000 compounds, 0.41% hits; AID 1066;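 active = inhibition above a set limit, the median over all tested compounds plus 3 SD, cut at about 9.5% in these data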;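 note: enzyme runs in reverse so mevalonate oxidation gives rising NADPH absorbance; 0% = complete reaction with DMSO and 100% = background rate lacking mevalonate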
NF-kB neuron act: compounds increasing NF-kB expression in human neuronal cells; NF-kB reporter expression; hits give high values; fold change at 12.5 µM; 190,000 compounds, 1.6% hits; AID 1239; in the data active = fold change above about 3.3
Hsp70 act: Hsp70 transcriptional activation, primary screen; HeLa Hsp70 promoter luciferase reporter, luminescence; scaled: vehicle 0, proteasome-inhibitor control 100%; activation, % at 10 µM; 200,000 compounds, 0.04% hits;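 active = activation above the mean across all tested compounds plus 3 SD, cutoff set per campaign, cut at about 5.5% in these data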;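 note: 100% = MG132 at 30 µM as the positive control and 0% = DMSO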
APP 5'UTR act: APP 5'UTR luciferase reporter activation; SH-SY5Y APP 5'UTR luciferase reporter, luminescence; zero percent = DMSO vehicle wells; activation, % at 2 µM; 190,000 compounds, 1% hits;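 active = activation above a set limit, based on mean plus 3 SD of controls, cut at about 140% in these data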; note: values of inactives mirror those of a sister screen read the other way
TLR4-MyD88 BLA: inhibitors of human TLR4-MyD88 binding; HeLa CL3-4 TLR4/MyD88 BLA complementation, FRET ratio; inhibition, % at 8.4 µM; AID 861; O00206+Q99836; 200,000 compounds, 0.18% hits; in the data active = inhibition above about 25%;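 note: 0% = vehicle and 100% = reference inhibitor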
Target sequence (O00206 whole entry, looked up): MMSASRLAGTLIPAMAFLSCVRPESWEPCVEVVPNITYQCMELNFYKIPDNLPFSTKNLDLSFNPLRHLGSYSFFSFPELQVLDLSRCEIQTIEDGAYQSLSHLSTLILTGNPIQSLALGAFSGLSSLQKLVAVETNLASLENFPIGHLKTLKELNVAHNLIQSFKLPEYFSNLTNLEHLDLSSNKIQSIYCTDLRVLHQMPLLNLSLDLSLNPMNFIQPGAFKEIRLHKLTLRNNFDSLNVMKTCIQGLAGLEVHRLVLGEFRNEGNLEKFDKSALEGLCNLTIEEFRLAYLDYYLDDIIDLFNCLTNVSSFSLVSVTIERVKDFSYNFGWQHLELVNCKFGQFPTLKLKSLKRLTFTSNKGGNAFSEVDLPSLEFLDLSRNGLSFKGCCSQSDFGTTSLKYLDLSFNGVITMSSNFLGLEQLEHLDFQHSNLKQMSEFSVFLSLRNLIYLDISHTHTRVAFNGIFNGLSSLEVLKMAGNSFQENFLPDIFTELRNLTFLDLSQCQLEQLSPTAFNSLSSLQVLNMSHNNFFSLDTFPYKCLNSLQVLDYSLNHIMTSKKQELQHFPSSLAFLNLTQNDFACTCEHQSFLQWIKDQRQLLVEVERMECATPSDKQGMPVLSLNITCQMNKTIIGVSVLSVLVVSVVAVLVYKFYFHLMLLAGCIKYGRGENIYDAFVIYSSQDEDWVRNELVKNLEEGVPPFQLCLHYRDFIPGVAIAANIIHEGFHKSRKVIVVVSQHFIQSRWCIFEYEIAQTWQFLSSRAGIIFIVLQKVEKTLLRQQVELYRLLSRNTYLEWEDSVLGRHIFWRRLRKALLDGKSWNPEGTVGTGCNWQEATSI
Target sequence (Q99836 whole entry, looked up): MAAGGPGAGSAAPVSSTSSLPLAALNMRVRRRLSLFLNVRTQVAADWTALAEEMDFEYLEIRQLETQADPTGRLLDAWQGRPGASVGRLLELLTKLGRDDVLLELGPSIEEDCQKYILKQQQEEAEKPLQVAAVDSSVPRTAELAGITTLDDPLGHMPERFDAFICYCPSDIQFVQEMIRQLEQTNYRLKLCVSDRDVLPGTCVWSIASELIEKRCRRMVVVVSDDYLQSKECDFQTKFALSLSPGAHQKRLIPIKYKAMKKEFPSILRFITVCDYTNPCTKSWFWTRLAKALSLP
STAT1 blocker: reduces IFN-gamma driven STAT1 reporter signal; NIH 3T3 STAT1-luciferase reporter, luminescence; inhibition, % at 5.5 µM; 200,000 compounds, 0.35% hits; AID 920;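 active = inhibition above a set limit, the mean inhibition across all tested compounds plus 3 SD, cut at about 34% in these data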;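 note: 0% = IFN-gamma with DMSO and 100% = IFN-gamma with 300 µM nifuroxazide; values of inactives mirror those of a sister screen read the other way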
STAT3 blocker: inhibitors of IL-6 induced STAT3 signaling | U3A cells, IL-6 STAT3-luciferase reporter, luminescence; host cell line lacks STAT1 | inhibition, % at 5.5 µM | 190,000 compounds, 0.89% hits;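 active = inhibition above the mean inhibition across all screened compounds plus 3 SD, cut at about 44% in these data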;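 note: 0% = DMSO only wells and 100% = 100 µM nifuroxazide control wells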
STAT3 act: increases IL-6 driven STAT3 reporter signal. U3A cells, IL-6 STAT3-luciferase reporter, luminescence; 100% = signal with IL-6 EC80 alone. activation (% of control), % at 5.6 µM. AID 871. 190,000 compounds, 0.91% hits;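 active = activation above the screen-wide mean of compound activation plus 3 SD, cut at about 130% in these data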;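 note: 0% = background luminescence of wells with medium and substrate only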
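Material: STAT3-luciferase reporter U3A cells; Probe or stimulus: IL-6 (33 ng/mL); Incubation: compound pre-incubation 1 h before IL-6, then 6 h stimulation at 37 °C; Technique: luminescence from STAT3-driven luciferase reporter; Evaluation: % activation versus median of IL-6-stimulated wells; Controls: IL-6-only high control.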
DTT redox prof: compounds producing H2O2 with reducing agent – biochemical, NIH compound library profiling, artefact control for MLSCN library redox annotation, primary screen; DTT-dependent redox cycling H2O2, phenol red/HRP absorbance; 100% = 100 µM peroxide control, 0% = buffer; activation, % at 10 µM; 200,000 compounds, 0.03% hits; AID 878;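 active = activation of at least 50% relative to the plate's high and low controls in the primary single-dose screen; inactive = activation below 50%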;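 note: compound incubated with DTT at 0.8 mM final as the reducing agent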
* hit, by the source's call; / = not tested or not shown.

structure	STAT1 activator	HMGR II inh	NF-kB neuron act	Hsp70 act	APP 5'UTR act	TLR4-MyD88 BLA	STAT1 blocker	STAT3 blocker	STAT3 act	DTT redox prof
CCOc1cc(C(=O)Nc2ccc3c(c2)OCO3)ccc1OC(F)F	101	-7	1.3	0.9	26	-9	-1	17	91	-0.1
Cn1nnnc1SCC(=O)N1CCN(C(c2ccccc2)c2ccccc2)CC1	103	-2	0.85	-0.2	1	1	1	2	102	1.1
Cc1c(C(=O)N(C)C)sc(NC(=O)c2cc([N+](=O)[O-])cc([N+](=O)[O-])c2)c1C#N	102	0	0.97	-0.4	11	3	-2	-1	101	0.0
COC(=O)Nc1nc2c(C)cccc2s1	100	0	1.6	-0.1	26	-7	-5	-28	125	0.7
Cc1nn(C)c(C(=O)N2CCOCC2)c1Cl	93	0	1.1	-0.2	-28	-6	8	0	100	-0.5
CC(=O)OCCCCCCCCCCC[N+]1(C)CCCCC1	103	1	1.1	-0.2	19	-7	-5	11	96	-0.4
c1ccc(OCc2nn3c(-c4ccco4)nnc3s2)cc1	99	1	1.7	0.4	4	12	1	23	84	0.7
COc1ccc(C(c2nnnn2C2CCCC2)N2CCc3ccccc3C2)cc1OC (configuration not stated)	99	-6	0.96	-0.3	9	-7	1	6	98	-0.1

Ordered by the number under STAT3 act (rising): three of the compounds above
| smiles | STAT3 act |
| --- | --- |
| c1ccc(OCc2nn3c(-c4ccco4)nnc3s2)cc1 | 84 |
| COc1ccc(C(c2nnnn2C2CCCC2)N2CCc3ccccc3C2)cc1OC (configuration not stated) | 98 |
| COC(=O)Nc1nc2c(C)cccc2s1 | 125 |

New compounds follow:
structure	STAT1 activator	HMGR II inh	NF-kB neuron act	Hsp70 act	APP 5'UTR act	TLR4-MyD88 BLA	STAT1 blocker	STAT3 blocker	STAT3 act	DTT redox prof
CCN(C(=O)CN1CCc2ccccc21)c1c(N)n(Cc2ccccc2)c(=O)[nH]c1=O	106	-4	0.95	-0.1	-6	-1	-9	-24	121	-0.5
C=CCNC(=S)N/N=C/c1ccc(-c2ccc(Br)cc2)o1	103	-7	1.1	0.1	-4	-1	-3	-10	106	-0.4
c1ccc(Nc2ccc(-n3ccnc3)nn2)cc1	103	-2	1.1	-0.3	-9	-5	-3	8	95	0.6
CC1=C(C(=O)OCc2ccc3c(c2)OCO3)C(c2ccc(Cl)cc2)NC(=O)N1 (configuration not stated)	76	-3	0.54	-0.3	-78	-1	26	11	97	-0.2
COc1ccc(C(=O)NCc2ccc3c(c2)OCO3)cc1	111	0	1.1	-0.3	-2	-2	-11	-5	104	-0.5
O=C1N(c2cccc(Cl)c2)C(c2ccc(Cl)cc2)N2CCCN12 (configuration not stated)	101	-7	0.87	-0.3	0	5	-1	8	95	0.1
COc1ccccc1S(=O)(=O)Cc1ccc(C(=O)NCc2cccnc2)o1	100	1	1.2	-0.1	-8	-9	1	8	101	-0.4
CC(NC(=O)c1cccc2ccccc12)c1ccc2c(c1)CCCC2 (configuration not stated)	100	-5	0.82	-0.5	-9	-5	0	4	95	0.2
Cn1c(SCC(=O)NCCc2ccc(S(N)(=O)=O)cc2)nc2ccccc2c1=O	100	-11	0.91	-0.1	25	-12	-1	7	100	0.4
Cn1c(=O)[nH]c(=O)c2c1nc(Br)n2CCC(=O)c1ccccc1	96	-2	0.94	-0.3	9	18	5	8	99	-0.3
CC(c1ccccc1F)n1cc(C(=O)NCc2ccncc2)nn1 (configuration not stated)	107	-2	1.5	-0.4	4	-1	-10	2	102	-0.5
O=C(Nc1cc(Cl)ccc1Cl)C1CC(=O)N(c2ccc(Br)cc2)C1 (configuration not stated)	96	-4	1.1	0.1	-7	5	4	12	93	0.0
COc1cccc(-n2nnc3c(=O)n(Cc4c(F)cccc4Cl)cnc32)c1	108	3	1.2	-0.3	-8	-3	-8	0	104	2.4
COc1ccccc1N1CCN(C(=O)C(C)N(c2ccccc2)S(C)(=O)=O)CC1 (configuration not stated)	102	-6	1.2	-0.1	-1	-7	-2	5	97	-0.4
C/C(N)=C(/C#N)C(=O)CSc1nc2ccccc2c(=O)n1CCCO	99	-2	1	0.5	-3	6	1	8	94	0.0
Cc1cc(NC(=O)c2ccc(-c3ccccc3F)o2)no1	144*	-1	2	0.4	58	0	-50	5	99	9.3
CN(Cc1ccsc1)C(=O)CCc1nnc(CCCc2ccccc2)o1	133*	-3	2.7	-0.1	44	2	-37	-2	106	-0.4
CN1c2ccccc2C(=O)NC1c1ccc(Cl)cc1 (configuration not stated)	93	1	1.2	-0.3	3	-2	6	15	93	0.3
COc1ccc(C2OC(=O)CC2C(=O)NCc2ccc(F)cc2)cc1OC (configuration not stated)	97	-5	1.1	0.1	-8	4	3	26	85	0.2
O=C(COc1ccc(Br)cc1)Nc1ccc(-c2nnc(-c3ccco3)o2)cc1	109	-3	1.3	0.9	16	-11	-10	6	98	5.0
CNS(=O)(=O)c1ccc(C)c(S(=O)(=O)NC)c1	100	0	1.2	-0.1	11	-3	0	-14	111	-0.6
CN(C)c1cccc(C(=O)N/N=C/c2ccccc2F)c1	36	-1	5*	-0.6	139*	-1	69*	89*	28	-0.4
CCN(CC)CCNC(=O)Cn1nc(-c2ccccc2)c2ccccc2c1=O	97	5	0.99	-0.2	14	6	3	3	104	-1.2
O=c1[nH]c2ccc(Cl)cc2c(-c2ccccc2)c1N1CCN(c2ccccn2)CC1	103	1	0.88	-0.2	23	4	-1	-6	108	-1.7
COc1ccccc1CCNC(=O)NC1CCCCC1	116	0	1.5	0.3	-3	-5	-18	18	93	-0.8
COc1cccc(CNC(=O)Cn2cc3c(n2)CCCCC3)c1	/	3	1.2	/	21	/	/	/	/	-1.3
COc1ccccc1N1CCN(Cc2ccc(Br)o2)CC1	99	-2	1.2	-0.2	-18	-13	-1	4	101	-0.6
COc1ccc(CC(=O)NCC(=O)N/N=C/c2ccc(C)o2)cc1	114	-3	0.93	-0.2	-34	-13	-15	-8	102	0.6
COc1cccc(CN(Cc2cccnc2)S(=O)(=O)c2ccc(-n3cnnn3)c(C)c2)c1	106	0	0.69	0.0	-7	1	-6	10	96	1.1
Cc1ccc(Nc2nc(N)nc(CSc3nnnn3-c3ccccc3)n2)cc1	100	1	0.85	-0.5	-34	-2	0	-7	108	4.5
CC(C)c1[nH]c(=O)c(C#N)c2c1CSC(C)(C)C2	98	-2	1	-0.2	-5	-9	3	-4	105	0.3
O=C(NCc1ccco1)C1CCCN1S(=O)(=O)c1ccc2ccccc2c1 (configuration not stated)	103	-7	0.99	-0.4	-7	11	-3	3	102	0.1
COc1cc(C2NC(=O)c3ccccc3O2)cc(OC)c1OC (configuration not stated)	98	0	1.2	-0.5	1	9	3	14	92	3.5
CCN(CC)C(=O)CSc1nc(OC)cc(=O)[nH]1	101	-1	1.2	-0.1	-7	7	-1	30	79	-0.2
Cc1nn(Cc2cccc(C(=O)Nn3cc([N+](=O)[O-])cn3)c2)c(C)c1[N+](=O)[O-]	102	-3	1	0.0	12	12	-2	14	89	-0.1
COCCCNC(=S)NNC(=O)c1ccc(S(=O)(=O)N2CCC(C)CC2)cc1	93	-3	1.1	0.1	-7	-5	6	-1	102	0.0
CCN(CC)CCc1c(C)[nH]c(C(=O)OCc2ccccc2)c1C	100	-6	0.76	-0.3	-11	4	-5	-3	102	0.2
CCOC(CNC(=O)c1ccc2c(c1)ncn2-c1ccc(F)c(F)c1)OCC	112	1	0.93	-0.3	-3	0	-13	9	94	-0.3
COc1ccc([N+](=O)[O-])cc1-n1cnnn1	93	1	1.1	0.0	11	-4	7	4	101	-0.3
O=C(/C=C/c1ccc(Br)o1)Nc1nccs1	128	-3	1.6	0.2	70	5	-30	7	100	0.2
CCOC(=O)c1sc2nccc(N(C)C)c2c1N=CNOC	105	-5	1.3	0.1	9	-6	-5	32	77	0.1
O=Cc1cn[nH]c1-c1ccccc1	105	3	1.1	-0.2	20	2	-7	-3	105	-0.1
Cc1ccc(N/N=C/c2ccc(N3CCOCC3)cc2)cc1C	106	-5	0.97	0.0	18	0	-7	-2	112	2.0
O=C(O)CC(NC(=O)Nc1ccccc1)c1ccc(OC2CCCC2)cc1 (configuration not stated)	102	-2	1.3	-0.2	-2	-1	-2	6	99	-0.7
Fc1ccc(Cn2nnnc2C(c2ccc(Cl)cc2)N2CCSCC2)cc1 (configuration not stated)	102	-6	0.94	-0.3	7	-3	-2	2	102	2.6
O=C(CN1C(=O)CC(c2ccccc2)S(=O)(=O)c2ccccc21)N1CCCCC1 (configuration not stated)	102	-5	0.78	0.4	-2	10	-3	6	105	-0.3
Cc1cc(C)c2nc(NCCCNC(=S)NCCCN(C)C)c(C#N)cc2c1	104	1	1	-0.2	11	-17	-6	2	106	-0.7
COc1ccc(CNC(=O)COC(=O)c2cc(-c3ccco3)nc3ccccc23)cc1	96	-2	1.1	-0.1	-3	7	5	-22	125	0.5
Cc1cccc(NC(=O)C(=O)N/N=C/c2ccncc2)c1	93	-2	1.1	0.0	3	-3	4	22	86	0.0
COc1ccc(C(=O)c2c(C)c3cc(C)ccc3n2CC(O)CN2CCOCC2)cc1 (configuration not stated)	101	2	0.79	-0.3	-23	-1	-1	3	100	-0.2
Cc1nc2ccc(NC(=O)c3ccc(Cl)c(S(=O)(=O)N(C)c4ccccc4)c3)cc2s1	98	-1	0.55	-0.4	6	4	3	4	104	0.4
C/C(Cc1ccccc1)=N\NC(=O)CNC(=O)c1cccc(Br)c1	97	-6	1.1	-0.3	13	3	4	19	85	-0.1
O=C(NCC1OCCc2ccccc21)c1cc(COc2ccc(F)cc2Cl)on1 (configuration not stated)	97	-5	0.92	-0.1	-4	-5	1	12	94	-1.3
CC(=O)c1c(C)n([O-])c2cc(F)c(F)cc2[n+]1=O	100	1	2.9	-0.1	-15	28*	-1	16	89	6.8
c1ccc(N=C(c2cccs2)N2CCOCC2)cc1	104	-3	1.1	0.4	21	12	-4	-4	104	0.7
CC1=Nn2c(nc(-c3ccccc3)c2-c2ccccc2)N(CC(N)=O)C(=O)C1	96	2	0.98	-0.1	4	-5	4	1	102	1.4

Later entries
structure	STAT1 activator	HMGR II inh	NF-kB neuron act	Hsp70 act	APP 5'UTR act	TLR4-MyD88 BLA	STAT1 blocker	STAT3 blocker	STAT3 act	DTT redox prof
O=C(COC(=O)c1ccc(Cl)c(S(=O)(=O)NCc2ccccc2)c1)NCC1CCCO1 (configuration not stated)	96	-2	1	-0.2	6	-7	3	4	104	0.6
Cn1cccc1/C=C1\SC(=O)N(c2ccccc2)C1=O	159*	1	2.8	0.2	117	-2	-66	19	86	0.3
CC(C)Oc1ccc(C2CC(=O)N(c3ccccc3)C2=O)cc1 (configuration not stated)	99	-1	1.3	0.0	-14	-3	1	4	102	0.2
N#Cc1cc2ccccc2nc1SCC(=O)Nc1ccc(S(=O)(=O)N2CCCC2)cc1	97	-3	0.31	-0.1	-17	16	3	26	81	0.0
